M4 PAM: positive allosteric modulators of human muscarinic M4 receptor | actives 0.4% (n = 360,000) | activation, % at 3 µM | CHO-K1 hM4/Gqi5, Fluo-8 calcium fluorescence, ACh EC20; 0% = ACh EC20, 100% = maximal ACh | P08173;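 active = activation above its plate's cutoff, the mean activation of sample wells plus 3 SD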; also: some results filed as inactive read as strong as hits
Target sequence (P08173 whole entry, looked up): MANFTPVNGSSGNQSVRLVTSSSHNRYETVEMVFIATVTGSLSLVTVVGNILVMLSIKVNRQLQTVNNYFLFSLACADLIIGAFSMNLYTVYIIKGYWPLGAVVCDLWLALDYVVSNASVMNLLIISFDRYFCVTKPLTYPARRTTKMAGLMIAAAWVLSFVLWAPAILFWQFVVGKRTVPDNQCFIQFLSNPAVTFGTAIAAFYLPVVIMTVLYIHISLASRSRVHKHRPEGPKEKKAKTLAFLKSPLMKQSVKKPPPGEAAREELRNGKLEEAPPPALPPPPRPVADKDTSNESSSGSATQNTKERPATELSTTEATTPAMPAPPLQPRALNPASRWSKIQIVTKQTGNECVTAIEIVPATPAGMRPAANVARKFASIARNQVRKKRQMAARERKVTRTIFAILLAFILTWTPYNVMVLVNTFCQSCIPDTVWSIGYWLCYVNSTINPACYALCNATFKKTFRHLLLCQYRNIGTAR
M5 PAM: potentiates acetylcholine response at human M5 receptor; CHO-K1 hM5, Fluo-8 calcium, ACh EC20 PAM; 0% = ACh EC20, 100% = ACh EC100; P08912; AID 624038; activation, % at 3 µM; actives 0.3% (n = 360,000);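 active = activation above the run cutoff, the mean activation of all test compounds plus 3 SD, cut at about 18% in these data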
Target sequence (P08912 whole entry, looked up): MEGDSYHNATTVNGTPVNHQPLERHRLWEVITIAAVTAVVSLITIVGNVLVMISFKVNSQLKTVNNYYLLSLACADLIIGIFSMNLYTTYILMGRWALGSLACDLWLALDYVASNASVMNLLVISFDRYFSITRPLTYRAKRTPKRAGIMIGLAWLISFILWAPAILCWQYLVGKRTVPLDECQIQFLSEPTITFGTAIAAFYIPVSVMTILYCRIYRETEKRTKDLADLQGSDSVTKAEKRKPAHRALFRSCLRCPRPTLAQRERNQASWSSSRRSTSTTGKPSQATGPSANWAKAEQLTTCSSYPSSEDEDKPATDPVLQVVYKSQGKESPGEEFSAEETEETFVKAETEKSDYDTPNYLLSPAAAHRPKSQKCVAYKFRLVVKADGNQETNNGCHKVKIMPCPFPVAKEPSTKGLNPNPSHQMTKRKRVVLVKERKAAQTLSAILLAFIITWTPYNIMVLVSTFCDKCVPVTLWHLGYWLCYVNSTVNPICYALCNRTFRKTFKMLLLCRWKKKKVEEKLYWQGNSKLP
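Assay system – human M5 receptor in CHO-K1 cells · Read-out – % activation, ACh-normalized · Technique – Fluo-8 calcium fluorescence · Dosing – single-point, 3 µM nominal · Incubation – Fluo-8 loading 80 min at 37 °C plus 30 min room temperature · Repeats – singlicate, one well per test compound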
CHRM1 PAM: potentiates human M1 receptor response to acetylcholine. P11229. CHO-K1 hM1, Fluo-8 calcium fluorescence, ACh EC20; 0% = ACh EC20, 100% = maximal ACh. activation, % at 3 µM. actives 0.088% (n = 360,000). AID 588819; in the data active = activation above about 19%, passing the limit was not always enough
CHRM4 agonist: CHRM4 agonism in calcium assay. actives 0.14% (n = 360,000). P08173. CHO-K1 hM4/Gqi5, Fluo-8 calcium fluorescence; vehicle 0%, full acetylcholine response 100%. activation, % at 3 µM;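 active = activation above the run mean over all test wells plus 3 SD, cut at about 32% in these data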;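 also: peak over basal fluorescence ratio per well then scaled between controls; 0% = DMSO wells and 100% = acetylcholine at EC100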
CHRM5 agonist: agonists of human muscarinic M5 receptor (CHRM5). activation, % at 3 µM. P08912. actives 0.19% (n = 360,000). CHO-K1 hM5 cells, Fluo-8 calcium fluorescence; 0% DMSO wells, 100% maximal acetylcholine response;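 active = activation above the run's mean over test compounds plus 3 SD, cut at about 23% in these data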;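 also: signal is peak over basal fluorescence ratio across the kinetic read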
M1 antag: blocks human M1 muscarinic receptor. actives 1.3% (n = 360,000). CHO-K1 hM1, Fluo-8 calcium fluorescence, ACh EC80 antagonist. inhibition, % at 3 µM. P11229;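 active = percent inhibition above its own plate's cutoff, namely the mean of that plate's compound wells plus 3 SD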;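 also: peak over basal fluorescence ratio during 140 s after agonist addition; 0% = ACh EC80 plus DMSO and 100% = DMSO alone without agonist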
M5 antag: CHRM5 antagonism in calcium assay | inhibition, % at 3 µM | CHO-hM5 cells, Fluo-8 calcium fluorescence, ACh EC80 | actives 0.59% (n = 360,000) | AID 624040;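 active = inhibition above a per-plate cutoff, the mean of that plate's test compounds plus 3 SD, cut at about 27% in these data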;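 also: 0% = acetylcholine EC80 with DMSO and 100% = DMSO without agonist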
CHRM4 antagonist: CHRM4 antagonism in calcium assay | P08173 | CHO-hM4 cells, ACh EC80, Fluo-8 calcium fluorescence | inhibition, % at 3 µM | actives 0.73% (n = 360,000) | AID 624125;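 active = inhibition above its plate's cutoff, the mean inhibition of sample wells plus 3 SD, cut at about 27% in these data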;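 also: 0% = acetylcholine EC80 with DMSO and 100% = DMSO without agonist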
CRFR2-BP ag: agonists of human CRF-binding protein/CRF-R2 receptor complex; HEK293 CRF-R2/CRF-BP, calcium dye fluorescence (FLIPR); percent of saturating CRF peptide response; activation, % at 13.2 µM; actives 0.46% (n = 350,000);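 active = activation of at least 50%, plus an integration ratio under a set limit after plate pattern correction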;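 also: plate controls were neutral control wells without compound for no effect and CRF at EC100 for full effect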
* marks the source's active call; other numbers are inactive results; x = no result given. Rows were taken by chance; overall some 2.8% were active at least once.

SMILES | M4 PAM | M5 PAM | CHRM1 PAM | CHRM4 agonist | CHRM5 agonist | M1 antag | M5 antag | CHRM4 antagonist | CRFR2-BP ag
O=C(NOCc1ccccc1)c1ccc(Cl)cc1Cl | 5 | -7 | 6 | 1 | -3 | -7 | 1 | -14 | -0.2
CCOC(=O)CSC1=C(C#N)C(c2ccc(Cl)cc2)CC(=O)N1 (centres undefined) | -4 | -1 | 0 | 2 | 1 | -1 | 1 | 0 | 1.4
Cc1noc(C)c1NC(=O)Nc1ccc2c(c1)C(=O)N([C@H](C)CO)C[C@H](C)[C@@H](CN(C)C(=O)Nc1ccc3c(c1)OCO3)O2 | 4 | 11 | 3 | 0 | 2 | -1 | 0 | -3 | -2.8
CC(C)OC(=O)Cn1c(=O)oc2ccccc21 | -1 | 1 | 3 | 1 | -2 | -5 | -1 | -9 | 0.6
Cc1cc(C)c[n+](CC(=O)c2cc3ccccc3oc2=O)c1 | -2 | 7 | -22 | 1 | -8 | 93* | 10 | -3 | -0.2
Cc1cc(C)cc(NC(=S)N2CCN(c3ccc(F)cc3)CC2)c1 | -2 | 1 | -2 | 0 | -3 | -4 | 4 | -3 | -0.5
O=S(=O)(NCC(c1cccnc1)N1CCOCC1)c1cccs1 (centres undefined) | 3 | 4 | 9 | 1 | 3 | -9 | -7 | 10 | -0.1
Cc1[nH]n2cnnc2c(=O)c1Br | 15 | 11 | 13 | 0 | 3 | -15 | -3 | -2 | -0.9
CCCCC(=O)NC(=S)Nc1ccc(Cl)c(C(=O)O)c1 | 0 | 0 | 3 | 1 | -1 | -6 | 7 | 7 | 0.5
Cc1ccc2c(c1)C(c1ccccc1)CC(=O)O2 (centres undefined) | -11 | 4 | 3 | -1 | -8 | -7 | 1 | 3 | -1.2
COc1ccc(NC(=O)c2cc(-c3cc(F)ccc3OC)n[nH]2)c(C)c1 | 3 | 1 | 7 | 6 | 6 | -12 | 1 | -6 | x
COc1ccccc1CN1CC(C(=O)NCCn2ccc(C)n2)CCC1=O (centres undefined) | -9 | -4 | -9 | 2 | -2 | 26 | 0 | 8 | 1.6
CCN(CC)CCCNc1nc2ccccc2[nH]1 | -10 | -10 | -7 | 1 | 0 | 7 | 1 | 9 | -0.6
CN1CCN(NC(=O)c2cccc(Br)c2)CC1 | 13 | 3 | 11 | 2 | -5 | -9 | -11 | -16 | 4.5
COc1cc(OC)c(C(=O)Nc2ccc3ccccc3c2)cc1OC | -2 | 5 | 2 | 2 | -9 | -15 | 0 | -11 | 0.3
O=C(N/N=C/C=C/c1ccccc1)c1ccccc1Br | 2 | -7 | 4 | 2 | -5 | -5 | -5 | -4 | 0.4
COC(=O)c1ccc(-n2c(C)cc(-c3csc(NC(=O)c4ccc(S(=O)(=O)N(C)C)cc4)n3)c2C)cc1 | -2 | -4 | -5 | 4 | 0 | 9 | -3 | -2 | -0.9
Nc1ccnn1Cc1ccc(Br)s1 | 6 | 5 | 10 | 0 | -3 | -11 | -1 | -1 | -1.4
Cc1cc(C)n(CC(O)CN(c2cccc([N+](=O)[O-])c2)S(=O)(=O)c2ccccc2)n1 (centres undefined) | -1 | -8 | 10 | 2 | -6 | -12 | -2 | -5 | -1.2
C[C@@H]1CN([C@H](C)CO)C(=O)CCCn2nncc2CO[C@H]1CN(C)C(=O)CCC(F)(F)F | 7 | -11 | 17 | 0 | 0 | -17 | 15 | -18 | 4.9
COc1ccc(-c2noc(=O)n2Cc2ccccc2F)cc1 | -5 | 0 | 6 | 0 | -13 | -14 | 8 | 9 | -4.0
CCc1nc2c(OCc3c(C)noc3C)cccn2c1N(C)C(=O)c1ccccc1F | 9 | 7 | 10 | -1 | 1 | -8 | -7 | -11 | x
CCN1CCN(C(=O)/C=C/c2ccc(C(C)C)cc2)CC1 | -4 | 2 | 2 | 3 | -4 | 0 | 2 | 5 | -1.2
C=CCC[C@@H](CCCCC)OC(=O)/C=C/[C@@H](O)[C@H](O)C[C@H](O)CC=C | 7 | 6 | x | -1 | -4 | x | -16 | -26 | x
O=C(OCC(=O)N1CCCc2ccccc21)c1cc(Br)ccc1O | 1 | 1 | 0 | 0 | 0 | -6 | 1 | -20 | 2.3
COc1ccc(NS(=O)(=O)c2cccc3ccccc23)cc1 | -2 | -6 | 8 | 2 | -3 | -4 | 3 | 0 | 0.3
COc1ccc(Cc2cc(NCc3ccccc3)c3ncn(C(C)C)c3c2)cc1 | 21 | 5 | 6 | 7 | 1 | -5 | -1 | -4 | 0.9
COc1ccc(C2=NO[C@@H]3C(=O)N(c4ccc(C)cc4C)C(=O)[C@H]23)cc1OC | 7 | -1 | 0 | 4 | 2 | 1 | -2 | 1 | -0.2
COc1cc(/C=N/Nc2nc3ccccc3s2)ccc1O | -1 | -9 | -5 | 2 | -3 | -4 | 3 | 11 | -0.9
O=C(COc1ccccc1[N+](=O)[O-])Nc1ccc(Br)cc1 | 0 | -1 | 8 | 3 | 2 | -12 | 4 | 0 | -0.1
CSCCC(NC(=O)c1ccco1)C(=O)NCC(C)(C)N1CCOCC1 (centres undefined) | 0 | -11 | 6 | 0 | 0 | -6 | 9 | -9 | 0.4
Cc1ccccc1C(=O)N1CCC(C(=O)Nc2ccccn2)CC1 | -1 | -6 | 0 | 1 | 0 | 11 | 10 | 8 | 2.7
O=C(Nc1ccc(Cc2ccncc2)cc1)c1ccc(S(=O)(=O)N2CCCC2)cc1 | -18 | -18 | -31 | 21 | 2 | 15 | 7 | 5 | 4.0
CN1C(=O)/C(=C/c2cc(N=Nc3ccccc3)ccc2O)SC1=S | 8 | -8 | 5 | 0 | 4 | -29 | 4 | -7 | 1.2
Cc1ccc(C(O)c2nc3ccccc3n2C)cc1 (centres undefined) | 5 | 0 | 9 | 3 | 2 | -12 | 4 | 0 | -0.6
C/C(Cc1nnn(-c2cc(C)on2)n1)=N\O | 3 | 0 | 9 | 1 | 2 | -11 | 4 | -6 | 1.3
CSc1ncccc1C(=O)N1CCCC(Nc2ccc(C)c(C)c2)C1 (centres undefined) | 0 | -3 | 4 | 5 | -2 | 5 | -1 | -13 | -2.4
COCCNC(=O)C(=O)Nc1cccc(Br)c1 | 8 | 0 | 9 | 2 | 4 | -21 | 0 | -4 | 1.2
Nn1c(SCC(=O)Nc2cc(C(F)(F)F)ccc2Cl)nncc1=O | 13 | 1 | 16 | 2 | -2 | -23 | -5 | -6 | -1.6
COc1ccc(/C=C/C(=O)Nc2ccccc2C(=O)O)cc1 | 10 | 8 | 8 | -2 | -1 | -10 | 5 | -12 | 1.2
CCOc1ccc(Cl)cc1S(=O)(=O)n1cnc2cc(C)c(C)cc21 | 2 | 3 | 8 | 0 | 0 | 2 | 0 | 11 | -0.7
O=[N+]([O-])c1ccc([N+](=O)[O-])c(Nc2ccc(N3CCOCC3)cc2)c1 | 0 | -2 | 5 | 1 | -1 | 1 | 7 | 0 | -0.8
O=[N+]([O-])c1ccc2nc(CCCO)[nH]c2c1 | 1 | 2 | -4 | 1 | 1 | 4 | 4 | 9 | 6.0
Cc1cc2nc3n(c2cc1C)CC1CC(C(=O)NCc2cccc(Br)c2)N(C)C31 (centres undefined) | 0 | 3 | -5 | 2 | -2 | 0 | 6 | -3 | -1.4
CC(=O)c1cccc(S(=O)(=O)NC2CCSc3ccccc32)c1 (centres undefined) | -3 | -1 | 6 | 2 | -2 | -2 | 10 | 9 | -5.0
O=C(NCc1cc(C(F)(F)F)ccc1Cl)c1cccc2c1C(=O)c1ccc(N3CCOCC3)cc1S2(=O)=O | -3 | -5 | -6 | 7 | 4 | 5 | 10 | 4 | 45
COC(=O)c1ccc2nc(C3CCCCC3)c3c(c2c1)CCC3 | 8 | 0 | -8 | 1 | 7 | 13 | -5 | -5 | 5.6
O=C1CCCN1c1ccc(S(=O)(=O)N2CCC(c3ccccc3)CC2)cc1 | -1 | -5 | -4 | 3 | 4 | 9 | -7 | 6 | -0.5

One compound at a time, as listed above.
O=C1CCCN1c1ccc(S(=O)(=O)N2CCC(c3ccccc3)CC2)cc1 is entered as M4 PAM = -1; M5 PAM = -5; CHRM1 PAM = -4; CHRM4 agonist = 3; CHRM5 agonist = 4; M1 antag = 9; M5 antag = -7; CHRM4 antagonist = 6; CRFR2-BP ag = -0.5
COc1ccc(/C=C/C(=O)Nc2ccccc2C(=O)O)cc1 is entered as M4 PAM = 10; M5 PAM = 8; CHRM1 PAM = 8; CHRM4 agonist = -2; CHRM5 agonist = -1; M1 antag = -10; M5 antag = 5; CHRM4 antagonist = -12; CRFR2-BP ag = 1.2
COC(=O)c1ccc2nc(C3CCCCC3)c3c(c2c1)CCC3 is entered as M4 PAM = 8; M5 PAM = 0; CHRM1 PAM = -8; CHRM4 agonist = 1; CHRM5 agonist = 7; M1 antag = 13; M5 antag = -5; CHRM4 antagonist = -5; CRFR2-BP ag = 5.6

(list continues)
SMILES | M4 PAM | M5 PAM | CHRM1 PAM | CHRM4 agonist | CHRM5 agonist | M1 antag | M5 antag | CHRM4 antagonist | CRFR2-BP ag
CCOC(=O)c1ccc(NC(=O)CN2CCN(C(=O)c3ccco3)CC2)cc1 | 2 | -2 | 12 | 1 | -3 | -12 | 3 | -8 | -0.3
O=C(Nc1ccc(F)cc1)C1CCN(C(=O)c2ccc([N+](=O)[O-])cc2)CC1 | 10 | 4 | 4 | 1 | -1 | 0 | 1 | -7 | -1.1
O=C(Cc1ccccc1)NNC(=S)NC(=O)c1cccs1 | 0 | -2 | 3 | 1 | -3 | -3 | 18 | 0 | 4.5
CC(=O)Nc1ccc(NC(=O)CCN2C(=O)C3CC=CCC3C2=O)cc1 (centres undefined) | -5 | -2 | 5 | 0 | 0 | -7 | 5 | 2 | 1.5
O=C(NCCCn1ccnc1)c1ccc(Br)s1 | -2 | 1 | 9 | 1 | -7 | -17 | 6 | 1 | -0.8
CC(C)C(=O)N1CCC1(C)C(=O)Nc1ccc2[nH]ccc2c1 (centres undefined) | -1 | -8 | 7 | 1 | 1 | -13 | 8 | 4 | x
CCN(CC)c1ccc(/C=N/NC(=O)c2ccc3nc[nH]c3c2)cc1 | -8 | -15 | -11 | 9 | 3 | 28 | 14 | 7 | -0.2
O=Cc1cn[nH]c1-c1ccccc1 | -3 | -5 | 3 | 7 | 0 | -4 | 1 | -10 | 2.7
Cc1cc(C)c2c(c1)/C(=C/C(=O)c1ccc(Br)s1)C(=O)N2 | 16 | 5 | 4 | 1 | -1 | 2 | -4 | -6 | 0.3
NS(=O)(=O)c1ccc(CCNC(=O)CN2CCC(Cc3ccccc3)CC2)cc1 | -6 | -5 | 2 | 13 | -7 | -6 | 1 | -10 | -2.4
COCCCN=CC1=C(O)CC(C)(C)CC1=O | 4 | 0 | 6 | 2 | -1 | -9 | 1 | 5 | -0.2
COc1cc(-c2nc3ccc(C)cn3c2NCc2ccccc2)ccc1SC1CCCCC1 | -1 | -14 | -2 | 3 | 2 | 2 | 5 | 8 | -1.1
Cc1ccc(S(=O)(=O)N(C)c2ccc(OC(=O)CN3C(=O)NC4(CCCC4)C3=O)cc2)cc1 | -4 | -14 | -6 | 8 | 3 | 1 | 11 | -1 | 1.1
CCOC(=O)c1ccc(-n2c(=O)[nH]c3ccccc3c2=O)cc1 | -1 | -3 | 0 | 2 | -4 | -13 | -3 | 3 | 2.2
O=C(Cc1cccs1)Nc1cccc(-c2ccc3nncn3n2)c1 | -2 | -6 | 1 | 4 | 0 | 1 | 7 | 6 | 3.2

Screening results (PubChem)
